D1 antagonist = human D1 dopamine receptor antagonism. HEK293 TREx D1 cells, calcium flux, dopamine EC80; hits give low values. activity change, negative = inhibition, % at 10 µM. AID 504652. 3.2% of 360,000 active; in the data active = activity change below about -30%; note: % is set by controls: 0 for no effect and ±100 for the full control effect
Target sequence (P21728 whole entry, looked up): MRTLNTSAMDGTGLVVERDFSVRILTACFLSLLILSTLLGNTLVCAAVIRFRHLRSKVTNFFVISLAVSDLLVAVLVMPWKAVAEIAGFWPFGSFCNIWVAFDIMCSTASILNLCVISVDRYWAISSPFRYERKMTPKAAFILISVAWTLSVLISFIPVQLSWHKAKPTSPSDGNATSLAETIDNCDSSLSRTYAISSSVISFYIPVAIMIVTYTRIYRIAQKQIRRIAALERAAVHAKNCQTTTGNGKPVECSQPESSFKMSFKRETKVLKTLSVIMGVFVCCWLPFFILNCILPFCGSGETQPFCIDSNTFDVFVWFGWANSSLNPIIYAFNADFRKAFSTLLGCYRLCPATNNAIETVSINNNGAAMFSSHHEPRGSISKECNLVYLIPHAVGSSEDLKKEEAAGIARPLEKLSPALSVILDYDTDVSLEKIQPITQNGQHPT
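Antagonism measured as reduced calcium response to an EC80 dopamine addition following 180 s compound pre-read; cells were inducible HEK293 Trex D1 plated overnight at 30 C, read kinetically at 1 cycle/sec.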
LDHA block = blocks human lactate dehydrogenase A | P00338 | purified LDHA, NADH/diaphorase-resazurin fluorescence; hits give low values | activity change, % (values are at about 110 or 230 µM) | 0.15% of 480,000 active; in the data active = activity change below about -30%; inconclusive = mostly about -25% to -30%;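 note: plate controls were DMSO wells for no effect and wells without enzyme for full effect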
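LDH5 2 nM; NADH 0.06 mM, pyruvate 0.2 mM; 200 mM Tris pH 7.4, EDTA, Tween-20; 5 min RT. Detection: diaphorase 0.133 mg/mL + resazurin 37 µM, fluorescence ex540/em590 at 0 and 20 min; normalized to enzyme-free and DMSO wells.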
D1 potentiator = enhances dopamine response at the human D1 receptor. AID 504651. 0.036% of 360,000 active. potentiation, % at 10 µM. P21728. HEK293 TREx D1 cells, calcium flux, dopamine EC20 potentiation; in the data active = potentiation above about 30%; note: 0% is about no effect
Vif-APOBEC3F blk = inhibitors of Vif-A3F interaction | HeLa A3F-eYFP + Vif (tagged APOBEC3F with the HIV-1 protein that degrades it), YFP fluorescence increase | AID 602313 | 0.2% of 390,000 active | Potency, µM (doses to about 46.1 µM), inactives show at the highest dose activity, negative = active; note: potency is the fitted concentration of half-maximal effect; % of control where 0% means no effect; nearly all actives have a fitted effect of over 65% in size
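Fluorescence increase (Ex 488/Em 500-530) after overnight compound treatment at 37 deg C flags inhibition of Vif-driven A3F-eYFP loss in stable HeLa A3F-eYFP/Vif cells seeded overnight beforehand.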
D2 potentiator = positive allosteric modulators of human D2 dopamine receptor | HEK293 T-REx D2, calcium flux, EC20 dopamine potentiation | potentiation, % at 10 µM | 0.34% of 340,000 active | AID 485347;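 active = potentiation over 3 SD above the plate norm, cut at about 30% in these data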; note: 0% is about no effect
Target sequence (P14416 whole entry, looked up): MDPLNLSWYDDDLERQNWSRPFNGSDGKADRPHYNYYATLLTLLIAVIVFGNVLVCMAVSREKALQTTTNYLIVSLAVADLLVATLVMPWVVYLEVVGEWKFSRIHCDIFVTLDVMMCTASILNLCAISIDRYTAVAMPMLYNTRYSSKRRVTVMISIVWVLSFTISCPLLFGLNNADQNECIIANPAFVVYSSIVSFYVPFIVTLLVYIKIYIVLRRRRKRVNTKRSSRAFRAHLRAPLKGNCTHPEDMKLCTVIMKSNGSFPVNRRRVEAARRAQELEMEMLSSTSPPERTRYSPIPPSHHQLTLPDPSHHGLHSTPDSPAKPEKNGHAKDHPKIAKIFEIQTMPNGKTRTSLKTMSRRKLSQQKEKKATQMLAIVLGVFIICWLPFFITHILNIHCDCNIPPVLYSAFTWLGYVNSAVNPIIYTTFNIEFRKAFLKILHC
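Tetracycline-induced HEK293 T-REx cells force-coupled to calcium signalling expressed D2; compounds were pin-added after a 10 s baseline, read kinetically 180 s, then an EC20 dopamine challenge followed with a further 180 s calcium read.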
Vif-A3G inh = blocks the Vif interaction with human APOBEC3G; HeLa A3G-eYFP + Vif (tagged APOBEC3G with the HIV-1 protein that degrades it), YFP fluorescence, overnight; Potency, µM (titrated, usually from 46.1 µM), for inactives: at the highest dose activity, negative = active, most hits filed as inhibitors; 0.076% of 410,000 active; AID 602310;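 note: potency is the fitted concentration of half-maximal effect; % is set by controls: 0 for no effect and ±100 for the full control effect; nearly all actives have a fitted effect of over 60% in size; hits raise eYFP signal because A3G escapes Vif-driven loss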
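HeLa cells stably expressing Vif and C-terminally eYFP-tagged A3G, seeded overnight at 37 deg C, then exposed to compound by pintool overnight at 37 deg C. Rise in yellow fluorescence (Ex 488/Em 500-530, Acumen) marks blocked Vif-driven A3G degradation.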
D1 ag = activates the human D1 dopamine receptor | 1% of 360,000 active | activation, % at 2 µM | HEK293 T-REx D1 cells, calcium flux, agonist mode; in the data active = activation above about 30%; note: 0% is about no effect
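Agonism was scored from calcium flux recorded over 180 s (1 read/s) after pintool compound addition, following a 10-cycle baseline. Cells were inducible force-coupled HEK293 TREx D1, plated overnight at 30 C and loaded with no-wash calcium dye.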
GRP78 ERSR act = inducers of ER stress response in human glioma cells. U87-MG GRP78 promoter luciferase reporter, 16 h. Potency, µM, without a hit: at the top dose activation, hits mostly activators. 0.02% of 420,000 active. AID 602332; note: potency is the fitted concentration of half-maximal effect; series mostly up to about 76 µM; % of control where 0% means no effect; nearly all actives have a fitted effect of over 35% in size
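Stably transfected U87-MG human glioma cells carrying a GRP78-based luminescent sensor were seeded at 1000 cells/well, pin-dosed with compounds and incubated 16 h. Luciferase reagent was then added, and end-point luminescence was read after 10 min at room temperature.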
RXFP1 agonist = activates the human relaxin receptor RXFP1; Q9HBX9; HEK293T-RXFP1 cAMP TR-FRET, 30 min; response scale: percent of porcine relaxin response, buffer zero; Potency, µM (doses to about 57.5 µM), for the others: at the top dose activation, usual class: activators; 0.3% of 370,000 active; note: potency is the fitted concentration of half-maximal effect; % is set by controls: 0 for no effect and ±100 for the full control effect; nearly all actives have a fitted effect of over 60% in size; many of its hits are not listed in these tables
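cAMP rise read by TR-FRET after 30 min, 37C compound exposure (up to 58 uM) in RXFP1-transfected HEK293 cells with Ro 20174 present. EC50 from Hill-equation fits, with 29 nM porcine relaxin as 100% and buffer as basal.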
The depositor's hits bear a star; ? = inconclusive; . = no result given; & = joins results of further samples. Unless noted, calls come from the whole dose curve; as a rule, active = well fitted curve in the direction sought with a large enough effect; inconclusive = small, poorly fitted or top-dose-only effect, or another doubt; inactive = no such curve, though single readings can be large; an effect the other way counts as inactive or inconclusive. Not all compounds are listed, so the mix of outcomes need not match the whole.

SMILES	D1 antagonist	LDHA block	D1 potentiator	Vif-APOBEC3F blk	D2 potentiator	Vif-A3G inh	D1 ag	GRP78 ERSR act	RXFP1 agonist
CCc1ccccc1NC(=S)N(CCCN1CCOCC1)Cc1ccccn1	-15	-3	-4	2%	4	-3%	1	-3%	3.7%
CCc1ccc(C(CC(=O)O)N2Cc3ccccc3C2=O)cc1 (stereo not drawn)	-10	-6	-8	10%	-6	-2%	2	-1%	0.0%
OC(CN1CCOCC1)Cn1c2c(c3ccccc31)CCCC2 (stereo not drawn)	-5	15	0	-5%	9	1%	2	2%	-0.6%
O=C(O)c1ccc2c(=O)n3cc(C(=O)c4ccccc4O)cc(Cl)c3nc2c1	6	0	-7	2%	-10	3%	1	-1%	2.4%
O=C(Cc1ncc(C(F)(F)F)cc1Cl)NC1CC1	2	-6	-3	9%	5	4%	2	-3%	-0.2%
Cc1ccc2nc(SCC(=O)N/N=C/c3ccc(C(=O)O)cc3)cc(C)c2c1	-4	-2	0	-32%	4	2%	1	0%	-1.0%
CCOC(=O)c1nn(-c2ccc([N+](=O)[O-])cc2)cc1O	13	-1	-3	4%	-6	-1%	0	1%	4.6%
O=C1C(=C(O)c2ccccc2)C(=O)c2ccccc21	7	-2	2	?	3	?	2	-2%	-0.3%
COc1cc(NC(=O)C2CCCN(S(=O)(=O)c3ccc4c(c3)oc(=O)n4C)C2)c(C(=O)O)cc1OC (stereo not drawn)	-3	10	0	3%	6	2%	1	-2%	2.6%
O=C(COC(=O)c1ccc(CO)cc1)NCc1cccs1	-8	-2	0	1%	14	1%	8	1%	-2.0%
COc1ccc(OCC(O)CN2CCN(c3ncccn3)CC2)cc1 (stereo not drawn)	2	-1&-5	5	3%	-20	0%	2	-4%	-0.6%
CCCn1c(SCC(=O)/C(C#N)=C(\C)N)n[nH]c1=O	-15	-8	-2	0%	6	1%	2	-1%	2.4%
O=C(C1CC=CCC1)N1CCCCCC1 (stereo not drawn)	.	0	.	-5%	.	5%	.	-4%	.
CCOC(=O)N1CC=C2C(C#N)=C(N)C(C#N)(C#N)[C@H](c3ccccc3OCC)[C@H]2C1	-14	6	-4	-16%	-5	-5%	3	-4%	4.1%
Cc1cccc(/C(N)=N/OC(=O)C23CC4CC(CC(C4)C2)C3)c1	0	-6	11	-3%	1	0%	3	3%	0.4%
Cc1cc(C)cc(NC(=O)CSc2oc(-c3ccco3)nc2S(=O)(=O)c2ccc(Cl)cc2)c1	-12	-12	2	-1%	26	-9%	11	14%	-0.8%
Cc1cc(C)n2c(SCC(=O)NC3CCCCC3)nnc2n1	2	-3	-6	1%	-2	2%	3	-2%	?
O=C(NCc1ccco1)C1CC(c2cccc([N+](=O)[O-])c2)=NO1 (stereo not drawn)	6	1	0	0%	11	-17%	2	-3%	0.0%
Cc1c(CN2CCC(CO)(CCOc3ccccc3)CC2)c(=O)n(-c2ccccc2)n1C	-4	-14	-4	-2%	1	1%	2	-2%	-0.4%
Cc1cccc(C(=O)O/N=C(\N)c2ccc(Br)cc2)c1	-6	-3	3	5%	-7	-5%	0	7%	-1.1%

Another view of part of the listing above.
Below each SMILES – D1 antagonist	LDHA block	D1 potentiator	Vif-APOBEC3F blk	D2 potentiator	Vif-A3G inh	D1 ag	GRP78 ERSR act	RXFP1 agonist
CCOC(=O)c1nn(-c2ccc([N+](=O)[O-])cc2)cc1O
    13	-1	-3	4%	-6	-1%	0	1%	4.6%
O=C1C(=C(O)c2ccccc2)C(=O)c2ccccc21
    7	-2	2	?	3	?	2	-2%	-0.3%
COc1cc(NC(=O)C2CCCN(S(=O)(=O)c3ccc4c(c3)oc(=O)n4C)C2)c(C(=O)O)cc1OC (stereo not drawn)
    -3	10	0	3%	6	2%	1	-2%	2.6%
O=C(COC(=O)c1ccc(CO)cc1)NCc1cccs1
    -8	-2	0	1%	14	1%	8	1%	-2.0%
COc1ccc(OCC(O)CN2CCN(c3ncccn3)CC2)cc1 (stereo not drawn)
    2	-1&-5	5	3%	-20	0%	2	-4%	-0.6%

Further records.
SMILES	D1 antagonist	LDHA block	D1 potentiator	Vif-APOBEC3F blk	D2 potentiator	Vif-A3G inh	D1 ag	GRP78 ERSR act	RXFP1 agonist
CC(=O)CCc1ccc(OCC(=O)Nc2cccc(S(=O)(=O)N(C)c3ccccc3)c2)cc1	-3	2	-8	-29%	-15	-1%	14	-2%	0.5%
Cc1cccc(C)c1NC(=O)N1C2CCCC1CC(NC(=O)C(C)(C)C)C2 (stereo not drawn)	-2	2	-2	0%	14	-4%	1	-4%	0.3%
CC(OC(=O)CN1C(=O)NC(C)(C)C1=O)C(=O)c1ccccc1 (stereo not drawn)	0	-3	-1	6%	0	-4%	1	-3%	-1.5%
Cc1ccc(-c2nc(CSCC(=O)Nc3cc(C)on3)c(C)o2)cc1	-7	-2	-4	5%	-8	5%	14	-3%	0.4%
O=C(CSc1nc2ccccc2c(=O)n1-c1ccccc1)N1CCc2ccccc21	7	-12	-7	-16%	.	0%	0	6%	2.8%
O=C(NC1CCCc2c1cnn2-c1cc(F)cc(F)c1)c1ccncc1 (stereo not drawn)	0	-1	-5	7%	9	7%	5	-2%	1.6%
O=C(NC1CCCC1)C(c1ccc(Cl)cc1)N(C(=O)c1csnn1)C1CC1 (stereo not drawn)	-7	-4	-8	9%	-5	1%	0	2%	1.9%
CC(C)(C)OC(=O)CC[C@@H](C(=O)N1CCN(C(=O)OC(C)(C)C)CC1)n1cc(C(Cc2ccc(O)cc2)NC(=O)OC(C)(C)C)nn1 (stereo partly drawn)	-9	0	-2	8%	1	-1%	-3	-3%	0.6%
CCc1ccc(OCC(=O)N2CCN=C2c2ccccc2)cc1	-7	-1	-1	-4%	-2	1%	0	-4%	0.1%
Cc1sc2ncn(CC(=O)NCCCC(=O)Nc3ccc(C(C)C)cc3)c(=O)c2c1C	41	-6	-10	7%	.	-3%	7	-7%	14%
COc1ccc(C(=O)O/N=C(\C)c2ccccc2)cc1	-3	-2	-4	-19%	-12	1%	1	0%	0.3%
O=C(CN1CCOCC1)NNC(=O)c1ccc(Cl)cc1	.	-2	.	-18%	.	2%	.	2%	.
Nc1nonc1-c1nc2ccccc2n1Cc1ccc(Cl)cc1	-7	-3	-7	-14%	-3	-8%	8	-3%	-0.9%
O=C(CCNC(=O)Cn1cnc2ccccc2c1=O)NCC1COc2ccccc2O1 (stereo not drawn)	5	-5	-10	0%	-4	1%	-1	-5%	3.4%
COC(=O)c1ccccc1NC(=O)N1c2ccccc2CC1C (stereo not drawn)	-4	-2	10	-6%	7	3%	4	-1%	0.4%
O=C(Nc1cccc(Cl)c1)c1cc2c(=O)[nH]c3ccccc3c2s1	-17	-5	6	.	.	.	-2	.	18%
O=C(CSc1nc2ccccc2o1)c1ccc2c(c1)OCCO2	8	2	-4	-9%	.	-7%	5	4%	1.7%
C(=C\c1ccccc1)/C=N/Nc1nncc(-c2ccccc2)n1	0	.	2	.	14	.	0	.	-0.1%
CC(NC(=O)c1cccnc1)C(c1ccccc1)N1CCN(C)CC1 (stereo not drawn)	.	-11	3	-8%	13	1%	-1	-4%	-0.7%
COC(=O)C1OC1c1cc([N+](=O)[O-])ccc1OC (stereo not drawn)	.	-2	.	1%	.	3%	.	19%	.
Cc1ccc(CNS(=O)(=O)c2c(C)n(C)c(=O)n(C)c2=O)cc1	2	-5	2	9%	1	0%	1	-1%	0.0%
CCN1C(=O)CC(C(=O)Nc2ccc(OC)cc2)SC1=Nc1ccc(C)c(C)c1 (stereo not drawn)	-30	-5	0	-3%	-12	4%	0	0%	3.3%
CC(=O)N1c2ccc(S(=O)(=O)NCCC(=O)Nc3ncccc3C)cc2CC1C (stereo not drawn)	4	-4	2	4%	5	-5%	1	-8%	1.6%
Cn1nc(C(F)(F)F)c(-c2cccc(C(F)(F)F)c2)c1NC(=O)CSCC(=O)O	-2	-4	-6	-3%	-6	3%	2	0%	0.8%
COc1ccccc1C(=O)COC(=O)CNS(=O)(=O)c1ccc(C)cc1	-3	-5	5	-4%	3	-4%	1	-3%	3.5%
COc1ccc(-c2nc(CS(=O)CC(=O)NC3CCCC3)c(C)o2)cc1OC (stereo not drawn)	-14	-3	-1	3%	-2	1%	1	-5%	0.2%
COc1ccc(-n2ncc(N(C)n3cccc3)c(Cl)c2=O)cc1	-10	-4	-2	0%	-1	0%	1	-9%	-1.4%
O=C(CSc1nc2cc(Cl)ccc2o1)Nc1ccc(N2CCOCC2)cc1	20	9	2	1%	5	-5%	-2	1%	-2.5%
CCOc1ccc(C(=O)NN2C(=S)NC(C)(C)C=C2C)cc1	-1	-1	-4	17%	-9	0%	0	-3%	-3.4%
O=C(Nc1ccccn1)NC12CC3CC(CC(C3)C1)C2	14	-3	2	0%	-6	0%	-1	-2%	1.5%
O=C(NCc1ccc2c(c1)OCO2)c1ccc2c(c1)S(=O)(=O)c1ccccc1C2=O	.	1	.	3%	.	1%	.	-3%	.
CC(=O)c1ccc(NC(=O)CSc2nc3[nH]ncc3c(=O)[nH]2)cc1	39	-2	-3	?	5	6%	22	-1%	9.2%
COc1ccc2c(=O)cc(-c3ccccc3F)oc2c1	-2	-9	-3	2%	0	-3%	0	3%	-0.6%
CCNc1cc(N2CCCC2)ccc1[N+](=O)[O-]	-5	-9	-7	4%	2	1%	0	-1%	-2.3%
COc1ccc(CN(C)C(=O)CCN2C(=O)c3ccccc3C2=O)c(OC)c1OC	-6	-3	-4	9%	-8	0%	3	-3%	1.3%
NNC(=O)c1cc(-c2ccc(N)cc2)nc2ccc(Br)cc12	-12	-1	-2	?	-1	-7%	5	-3%	-0.1%
COc1cccc(S(=O)(=O)Nc2cccnc2)c1	1	-3	-4	2%	-1	2%	0	-1%	1.4%
O=[N+]([O-])c1cccc(-c2ccc(/C=N/n3c(-c4ccccc4)n[nH]c3=S)o2)c1	-8	-2	-1	3%	-27	-1%	0	-4%	-0.7%
O=C(Cn1cnc2ccccc21)N/N=C/c1cccs1	0	-8	0	-33%	17	3%	4	1%	-0.5%

Source: PubChem
